Screening data from PubChem BioAssay.
PfHsp90 yeast 2 = growth inhibition of yeast expressing Plasmodium Hsp90; S. cerevisiae expressing PfHsp90, BacTiter-Glo ATP, 48 h; yeast lacking PDR1 and PDR3 efflux regulators; inhibition, % at 9.4 µM; hit rate 0.32% among 310,000; AID 504621;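 active means every replicate shows inhibition above about 80%, whatever the replicate mean, limit read from the data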;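 further: 0% = DMSO neutral controls and 100% = 20 µM radicicol positive controls; yeast relying on Plasmodium falciparum Hsp90 in place of its own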
MOR-DOR ag = OPRM1-OPRD1 heterodimerization agonism; P35372+P41143; cells, luminescence; activation, % at 9.3 µM; hit rate 0.3% among 340,000; AID 504326; in the data active means activation above about 18%;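 further: 0% = vehicle-treated cells and 100% = reference agonist; values of inactives mirror those of a sister screen read the other way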
Target sequence (P35372 whole entry, looked up): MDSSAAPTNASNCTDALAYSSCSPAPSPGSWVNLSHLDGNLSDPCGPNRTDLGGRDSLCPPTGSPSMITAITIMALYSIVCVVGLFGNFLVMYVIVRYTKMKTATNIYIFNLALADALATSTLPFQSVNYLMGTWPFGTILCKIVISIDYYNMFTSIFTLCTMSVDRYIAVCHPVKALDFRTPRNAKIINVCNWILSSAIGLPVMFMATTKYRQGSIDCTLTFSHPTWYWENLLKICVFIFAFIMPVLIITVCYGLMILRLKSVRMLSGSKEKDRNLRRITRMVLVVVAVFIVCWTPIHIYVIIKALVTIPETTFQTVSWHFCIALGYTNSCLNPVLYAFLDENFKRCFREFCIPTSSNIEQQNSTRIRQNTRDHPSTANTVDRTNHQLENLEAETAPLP
Target sequence (P41143 whole entry, looked up): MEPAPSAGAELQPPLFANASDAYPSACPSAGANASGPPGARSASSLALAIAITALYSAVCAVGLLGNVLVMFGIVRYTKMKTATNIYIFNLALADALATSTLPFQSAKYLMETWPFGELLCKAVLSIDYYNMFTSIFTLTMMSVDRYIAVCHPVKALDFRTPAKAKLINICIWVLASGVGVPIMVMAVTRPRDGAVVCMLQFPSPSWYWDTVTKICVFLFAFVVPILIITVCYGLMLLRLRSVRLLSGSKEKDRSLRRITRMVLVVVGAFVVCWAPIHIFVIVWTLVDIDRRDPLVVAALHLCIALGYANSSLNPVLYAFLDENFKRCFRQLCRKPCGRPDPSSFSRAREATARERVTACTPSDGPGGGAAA
Mot1-301 SUMO = SUMOylation pathway inhibition by Mot1-301 growth rescue; growth rescue, % at 18.8 µM; hit rate 1% among 320,000; S. cerevisiae Mot1-301 growth rescue, ATP luminescence, 38.5C; percent above DMSO median, 100 means doubled; AID 2716;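 active means every valid replicate shows activation above 250% relative to neutral control wells; inactive means the rest, any valid replicate at or below 250%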;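 further: OY570 slx delta 5 strain wells were the positive control but not used for scaling; some compounds called inactive have numbers as strong as hits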
phage Ecoli inh = E. coli growth loss with phage present; growth absorbance; inhibition, % at 11.9 µM; hit rate 0.26% among 360,000; in the data active means inhibition above about 11%
Pemphigus Ab inh = inhibitors of pemphigus antibody binding to human desmoglein-3. AID 588358. P32926. hit rate 0.48% among 310,000. binding (percent of control), % at 10 µM. DSG3-coupled beads, scFv-anti-DSG3-GFP binding, flow cytometry; stronger effect = lower value;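 active means binding more than 3 SD below its plate's average and above zero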; further: some compounds called inactive have numbers as strong as hits
AddAB inh = less growth of phage-infected E. coli with AddAB; E. coli expressing H. pylori AddAB, absorbance growth; AID 435030; inhibition, % at 11.9 µM; hit rate 0.29% among 330,000; in the data active means inhibition above about 12%;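 further: 0% = vehicle wells of infected cells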
E coli growth = counter-screen for AddAB inhibitors: E. coli growth inhibition; inhibition, % at 11.9 µM; E. coli V3065 growth, OD600 absorbance, 18 h; hit rate 0.27% among 330,000;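 active means inhibition above the campaign's mean inhibition across all tested compounds plus 3 SD, cut at about 9.9% in these data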;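 further: uninfected addAB+ strain grown without phage in ampicillin broth; 0% = DMSO wells and 100% = ciprofloxacin 0.95 µg/ml wells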
MOR-DOR inv ag = inverse agonist of human OPRM1-OPRD1 heterodimerization | P35372+P41143 | cell-based MOR-DOR heterodimer luminescence, inverse agonism | inhibition, % at 9.3 µM | hit rate 0.21% among 340,000; in the data active means inhibition above about 22%, passing the limit was not always enough;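 further: 0% = cells with DMSO and 100% = wells without cells with DMSO; values of inactives mirror those of a sister screen read the other way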
PKA-R1A activ = activators of PKA-R1A complex | PKA-R1A dissociation, Cy5-IP20 fluorescence polarization; scaled: DMSO 0%, 113 µM cGMP 100% | activation, % at 11.4 µM | hit rate 0.083% among 340,000 | AID 504707;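 active means percent activation above the mean of all tested compounds plus 3 SD, cut at about 19% in these data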;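 further: higher means more PKAc released from R1A so a rise in polarization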
HTR5A inv ag = inverse agonist of human HTR5A in OPRM1-OPRD1 counter-screen. P47898. HTR5A cell line, luminescence, inverse agonism. inhibition, % at 9.3 µM. hit rate 0.083% among 340,000. AID 504634; in the data active means inhibition mostly above about 23%, no sharp cut-off; inactive means mostly below about 18%;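 further: 0% = cells with DMSO and 100% = no-cell wells with DMSO; some compounds called inactive have numbers as strong as hits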
HTR5A ag = counter-screen for OPRM1-OPRD1 agonists: human HTR5A agonism; HTR5A agonist assay, luminescence, cell-based; activation, % at 9.3 µM; hit rate 0.61% among 340,000; AID 504692; in the data active means activation mostly above about 9.5%, no sharp cut-off; inactive means mostly below about 7.6%;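 further: 0% = cells with vehicle only and 100% = reference agonist; strong numbers were not always called active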
Starred values were filed as active, the others as inactive; x = no result given. This is a random part of the collection (roughly 3.2% active in at least one column).

SMILES	PfHsp90 yeast 2	MOR-DOR ag	Mot1-301 SUMO	phage Ecoli inh	Pemphigus Ab inh	AddAB inh	E coli growth	MOR-DOR inv ag	PKA-R1A activ	HTR5A inv ag	HTR5A ag
COc1ccc(C(=O)COC(=O)[C@H](C)Nc2ccc(C(F)(F)F)cc2[N+](=O)[O-])cc1	0	-0.1	-9	1.3	106	0.7	-2.2	0	12	6	0
O=C(COC(=O)c1cccnc1Cl)NCCc1ccccc1	-7	-1.6	-3	5.6	104	2.4	0.2	6	-1	8	-3
COc1ccc(CCN2CC(C(=O)N3CCSCC3)CCC2=O)cc1 (configuration not stated)	-15	-0.7	15	0.1	95	0.8	3.1	3	-7	-6	2
CN(CCNC(=O)c1cc2c(-c3ccccc3F)nn(C)c2s1)C1CCCCC1	13	-1.1	19	1.4	96	x	x	7	-9	-26	7
O=C(NCc1csc(-c2cccs2)n1)C1CCCCC1	39	-3.7	12	1.2	x	0.8	1.0	18	-3	-7	3
COc1ccccc1CNC(=O)c1ccoc1C	-1	-0.8	-7	1.6	101	2.5	0.5	5	-1	-20	-1
COc1ccccc1NS(=O)(=O)c1cccc(C(=O)N/N=C/c2ccc([N+](=O)[O-])o2)c1	18	11	x	3.9	102	x	x	-74	-15	18	-7
O=C1CCC(=O)N(c2ccccc2)N1	9	-0.2	-15	2.5	112	3.0	1.4	1	0	10	-3
CCCCNS(=O)(=O)c1ccc2nc(-c3cccnc3)cc(C(=O)NC3CC3)c2c1	15	-1.3	2	-2.4	95	-2.3	-0.3	7	-2	10	-3
CCn1c(SC)nnc1C1CCN(CC(=O)Nc2ccccc2N2CCOCC2)CC1	12	-1.0	5	1.4	111	7.2	2.1	5	-4	9	-3
Cn1cnnc1SCC(=O)Nc1nc(-c2ccc(F)cc2)cs1	x	-1.8	-4	0.8	114	0.2	1.9	9	-3	-42	0
c1coc(-c2nnc3n2C2(CCCC2)Cc2ccccc2-3)c1	-4	-1.1	-18	2.4	90	0.6	1.7	6	-4	25	1
O=C(NCCN1CCOCC1)C1CCN(Cc2ccccc2O)CC1	x	0.2	6	2.1	x	2.8	0.6	-1	-2	-7	3
O=C(Nc1ccccc1)C1=C[C@H](C2CCCCC2)C[C@H](OCCCCO)O1	10	1.3	118	0.2	104	2.6	0.2	-8	-12	-8	3
CC1=C(C)CS(=O)N(S(=O)(=O)c2ccc(Cl)cc2)C1 (configuration not stated)	29	5.1	724*	2.0	107	-0.1	-2.1	-29	6	-5	-2
Cc1ccccc1Oc1nc2c(c(=O)n(C)c(=O)n2C)n1C	-2	-3.0	-11	0.6	97	0.0	-2.1	13	0	1	0
CCOC(=O)c1nnn(-c2nonc2N)c1CN1CCCC1	14	-3.5	-5	-0.4	118	0.2	1.3	18	6	9	-2
Cc1cc(OC(=O)c2ccccc2C)c([N+](=O)[O-])c(=O)[nH]1	-31	-3.4	0	1.9	112	3.2	1.3	18	1	-3	1
O=S(=O)(Nc1ccccn1)c1cnc(Cl)c(Br)c1	-8	-0.9	52	4.8	85	3.7	0.2	5	-4	2	-2
Cc1c(C(=O)N2CCN(c3ncccn3)CC2)oc2ccc(Cl)cc12	9	-1.6	25	-0.3	98	1.9	-1.9	6	0	-27	1
CCC(=O)Oc1c(C(=O)CC)cc2c(C)cc(=O)oc2c1C	15	0.2	-19	2.1	82	1.3	-0.1	-1	-15	3	2
CCOC(=O)C1CCN(C(=O)CCCN2C(=O)c3ccccc3C2=O)CC1	-2	-0.8	-5	4.1	99	0.7	1.3	5	0	5	4
CSc1ccccc1C(=O)NC1CCCc2ccccc21 (configuration not stated)	-7	-1.9	5	-0.6	102	3.0	1.4	10	11	-18	6
COc1ccccc1Nc1nc(N)nc(CN2CCN(c3ccccc3)CC2)n1	-2	-2.0	5	-1.3	102	-4.9	-4.9	10	1	-5	2
Cc1ccc(-n2nc3c(SCCN4CCOCC4)nnc(C)c3c2C)cc1	-10	-2.2	5	2.3	173	4.4	1.7	13	5	6	-2
CC1=CC(C)C(/C=N/N=C(N)N)C(C)C1 (configuration not stated)	3	-1.5	-13	2.9	100	1.9	1.9	8	0	-20	-2
CCOC(=O)c1cnc(-c2ccccc2)nc1Oc1ccccc1	x	-0.5	-3	1.1	101	4.3	-0.6	2	-4	10	5
C#CCOCCOCCOCCNc1nc(N2CCN(C(=O)Cn3cc(CCO)nn3)CC2)nc(N2CCN(C(=O)[C@H](CCCCN)n3cc(CC(C)O)nn3)CC2)n1 (some centres not stated)	6	-1.1	x	0.0	101	x	x	6	-2	16	-6
Cc1cccc(C(=O)N/N=C2/SCC(=O)N2Cc2ccccc2)c1	17	-1.4	11	3.3	111	-0.4	0.2	7	-9	0	0
CCC1C(C#N)=C(N)OC2=C1C(=O)CC(C)(C)C2 (configuration not stated)	x	-1.0	7	-0.5	104	0.3	-1.2	6	3	-8	1
Cn1cc(CN2CCc3sccc3C2)c(-c2ccccc2F)n1	-9	-2.1	-8	4.2	97	-0.8	-2.6	10	-18	11	2
CCOC(=O)CSc1nc(C)c(C(=O)OCC)s1	0	-1.1	3	1.1	107	4.0	-1.1	5	-9	-11	-4
CC(=O)OCCNc1nc(-c2ccccc2)nc2ccccc12	12	-1.5	147	3.8	107	-1.7	-2.0	7	8	25	-6
Cc1ccc(-c2cc(C(=O)Nc3ccc4c(c3)OCCO4)c3ccccc3n2)cc1	9	1.5	-2	4.2	100	4.9	0.9	-9	6	-12	-1
CC1CCN(S(=O)(=O)c2ccc(NC(=O)c3ccncc3)cc2)CC1	-37	2.5	-9	1.9	x	3.0	-1.0	-13	-8	4	4
COc1ccc(/C=C/C(=O)NC2=NCCS2)cc1OC	3	0.2	-14	0.4	110	4.1	0.2	-1	-4	22	-1
CCCCC#Cc1ccc(C(=O)NNC(=O)Nc2cc(Cl)cc(Cl)c2)o1	-8	1.0	6	1.1	109	0.3	-1.4	-5	-2	-8	3
O=C(O)c1cccc(NC(=O)c2ccc3c(c2)C(=O)N(c2cccc([N+](=O)[O-])c2)C3=O)c1	-30	-0.5	16	-1.4	100	0.2	0.3	2	-5	15	-4
COc1cc(OC)c(OC)cc1CN1CCN(C(=O)c2cccc3ccccc23)CC1	-2	0.5	-5	0.0	119	3.6	-4.2	-2	2	-2	1
CCOC(=O)c1cn2nc(-c3ccc(OC)cc3)cc2nc1C1CCN(C(=O)OC(C)(C)C)CC1	57	-2.5	-14	0.1	100	0.4	0.4	13	3	-9	7
CCCn1c(SCC(=O)Nc2ccccc2-c2ccccc2)nnc1-c1ccoc1C	7	1.0	5	2.5	106	2.6	4.1	-5	-8	-31	9
COCCN(Cc1ccc(F)cc1)C(=O)c1cc2ccccc2oc1=O	-1	-3.8	-6	1.9	96	x	x	18	-11	8	-2
CCOc1ccc(NC(=O)C(C)Oc2ccccc2C(=O)Nc2cccc(Cl)c2Cl)cc1 (configuration not stated)	-6	3.2	1	0.2	99	0.5	-0.6	-20	-12	9	5
CN(C)CCn1c2c(c(SCC(=O)Nc3cccc4ccccc34)nc1=O)CCCC2	-14	1.0	4	0.1	106	1.2	-2.0	-5	2	10	-4
CCC(C)(C(=O)NC1CCCCC1)N(C(=O)CNC(C)=O)c1c(C)n(C)n(-c2ccccc2)c1=O (configuration not stated)	-14	-2.2	4	1.2	100	3.4	1.3	13	-5	6	2
Cc1ccc(C(=O)Nc2ccc(C)c(S(=O)(=O)Nc3ccccc3Cl)c2)s1	-88	5.5	7	5.5	125	1.4	1.2	-29	-10	-37	0
COC(=O)C1CCN(c2nc3ccccc3nc2C(C#N)C(=O)NCCc2ccccc2)CC1 (configuration not stated)	-4	-1.0	-1	2.2	94	1.0	1.0	6	5	-3	-2
CC(=O)Nc1ccc(C(=O)OCC(=O)NC(=O)NC2CCCCC2)cc1	30	-1.6	11	0.8	108	4.4	-0.6	9	-1	-6	-2
O=C1Nc2ccc(Br)cc2/C1=C/C(=O)c1ccccc1	106*	18*	x	2.7	85	x	x	-80	-2	-17	4
CN1CCN(Cc2nc3ccccc3c(=O)n2CC#N)CC1	x	-2.2	519	2.2	85	0.7	-1.1	14	-2	-25	6
O=C(NCc1ccccn1)c1ccc(Cn2c(=S)[nH]c3ccc(Br)cc3c2=O)cc1	-12	-0.3	9	2.3	109	2.5	-0.6	2	7	-10	4
COC(=O)[C@@]1(Cc2ccccc2)[C@H]2C(=O)N(C)C(=O)[C@H]2[C@H]2CN=C(SCC(=O)c3ccccc3)N21	11	-2.8	x	0.3	101	-1.9	-0.7	14	-2	-4	1
CCc1ccc(N(C(=O)c2ccco2)C(C(=O)NC2CCCC2)c2ccncc2)cc1 (configuration not stated)	5	-3.7	94	1.9	101	4.4	-1.4	20	4	-8	3
Cc1ccccc1NC(=O)CCCC(=O)c1ccccc1	35	1.1	5	2.5	111	2.4	1.3	-5	-5	-7	2
C=CCNC(=S)N1CCN(S(=O)(=O)c2ccc(C)cc2)CC1	8	-0.8	454	0.6	90	0.9	-0.1	4	-2	-11	12*
Fc1ccc(-c2cc(C(F)(F)F)nc(N3CCCCC3)n2)cc1	x	-0.9	-25	3.9	100	-1.6	1.6	5	-5	4	1
Cc1cccc(N2C(=O)CSC2c2cccnc2)c1 (configuration not stated)	1	-4.8	686*	0.7	123	0.2	1.7	22	-14	-12	1
CCOC(=O)c1sc(N=NC2=C(O)CCCC2=O)c(C(=O)OCC)c1C	18	3.3	x	2.0	82	1.8	-1.8	-15	4	-14	-3
CCOn1c(=O)c(-c2ccc(C)cc2)[n+]([O-])c2ccccc21	12	-3.3	-7	-0.1	106	1.2	1.9	15	-16	-8	2
CCOC(=O)c1c(C)nc2ccc(C)cn12	8	-3.4	90	3.5	x	-0.8	2.9	19	-15	-19	7

3 entries already listed, sorted by the number in PKA-R1A activ, lowest first:
structure	MOR-DOR ag	Mot1-301 SUMO	phage Ecoli inh	Pemphigus Ab inh	AddAB inh	MOR-DOR inv ag	PKA-R1A activ
CCOn1c(=O)c(-c2ccc(C)cc2)[n+]([O-])c2ccccc21	-3.3	-7	-0.1	106	1.2	15	-16
CCC(C)(C(=O)NC1CCCCC1)N(C(=O)CNC(C)=O)c1c(C)n(C)n(-c2ccccc2)c1=O (configuration not stated)	-2.2	4	1.2	100	3.4	13	-5
O=C1Nc2ccc(Br)cc2/C1=C/C(=O)c1ccccc1	18*	x	2.7	85	x	-80	-2

Additional results follow.
SMILES	PfHsp90 yeast 2	MOR-DOR ag	Mot1-301 SUMO	phage Ecoli inh	Pemphigus Ab inh	AddAB inh	E coli growth	MOR-DOR inv ag	PKA-R1A activ	HTR5A inv ag	HTR5A ag
O=C(O)C1CCN(Cc2oc(CO)cc(=O)c2O)C1 (configuration not stated)	-5	-3.1	x	1.0	92	x	x	14	-4	14	-4
O=C(CSc1nnnn1Cc1ccccc1)Nc1ccc2c(c1)OCO2	7	-2.4	-4	1.6	111	-2.9	-3.8	13	0	-23	6
Nc1c(-c2cccs2)cnn1-c1nc(-c2ccc(Cl)cc2Cl)cs1	-15	-0.3	13	2.0	98	-1.1	-2.0	2	-9	8	-3
S=C1NC2(CCCC2)N=C1c1ccccc1	15	-1.2	490*	2.8	96	-0.8	0.5	7	1	-10	3
